Assay outcomes from PubChem BioAssay.
ERa coact pot – enhances coactivator binding to human estrogen receptor alpha; coactivator binding (% of control), % at 25.6 µM; TR-FRET ERalpha-LBD/SRC-Cy5 coactivator binding, 2 h; 100 = basal binding, no effect; AID 639; 86,000 compounds, 1.3% hits; P03372; in the data active means activity above about 200%;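 further: binding measured in presence of low estradiol as agonist stimulus; 0% = peptide alone without receptor and 100% = receptor with peptide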
HUVEC prolif 384 – inhibitors of human endothelial cell proliferation. 86,000 compounds, 1.1% hits. viability, % at 10 µM (by protocol). HUVEC proliferation, CellTiter-Glo luminescence, 72 h; stronger effect = lower value;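 active means viability at or below 30%; inactive means viability above 30%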;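 further: 100% = median luminescence of DMSO-only cell control wells on each plate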
Lung fibro prol – blocks proliferation of human lung fibroblasts; AID 719; LL 47 human lung fibroblast viability, ATP luminescence; stronger effect = lower value; viability, % at 10 µM; 85,000 compounds, 1.1% hits;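 active means viability at or below 50% in the single dose screen; inactive means viability above 50%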;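 further: compound exposure lasted 72 h before the ATP readout; 100% = median luminescence of untreated cell-only wells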
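material = human LL 47 lung fibroblast cells | dosing = compounds added from tenfold dosing solution, 0.1% DMSO final | timing = overnight cell rest, 72 h compound treatment at 37 °C | measured by = CellTiter-Glo luminescence measuring cellular ATP | evaluation = % viability versus median cells-only luminescence | control set = cell-only wells, no compound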
ERa SRC1 inh – blocks coactivator binding to human estrogen receptor alpha. P03372. TR-FRET ER-alpha LBD / SRC-1 peptide, estradiol-bound. inhibition, % at 25.6 µM. 86,000 compounds, 1.7% hits. AID 629; in the data active means inhibition above about 50%;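 further: 0% = receptor plus peptide control and 100% = peptide only without receptor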
H69AR inhibit – growth inhibitors of human H69AR lung tumor cells; 85,000 compounds, 6% hits; AID 598; H69AR lung tumor viability, ATP luminescence, 72 h; stronger effect = lower value; viability, % at 10 µM;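 active means viability at or below 40%; inactive means viability above 40%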;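 further: multidrug resistant small cell line overexpressing MRP-1 efflux transporter; 100% = mean luminescence of untreated control wells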
Smad3 inh – inhibitors of human Smad3 transcription factor binding; inhibition, % at 25 µM; P84022; 88,000 compounds, 0.29% hits; TR-FRET Smad3/Dy647-FoxH1 peptide binding, europium anti-His;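 active means compounds that reduce the energy-transfer binding signal between the protein and its labelled peptide by more than half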;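 further: 0% = Smad3 plus labelled peptide maximal FRET and 100% = peptide-only background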
Target sequence (P84022 whole entry, looked up): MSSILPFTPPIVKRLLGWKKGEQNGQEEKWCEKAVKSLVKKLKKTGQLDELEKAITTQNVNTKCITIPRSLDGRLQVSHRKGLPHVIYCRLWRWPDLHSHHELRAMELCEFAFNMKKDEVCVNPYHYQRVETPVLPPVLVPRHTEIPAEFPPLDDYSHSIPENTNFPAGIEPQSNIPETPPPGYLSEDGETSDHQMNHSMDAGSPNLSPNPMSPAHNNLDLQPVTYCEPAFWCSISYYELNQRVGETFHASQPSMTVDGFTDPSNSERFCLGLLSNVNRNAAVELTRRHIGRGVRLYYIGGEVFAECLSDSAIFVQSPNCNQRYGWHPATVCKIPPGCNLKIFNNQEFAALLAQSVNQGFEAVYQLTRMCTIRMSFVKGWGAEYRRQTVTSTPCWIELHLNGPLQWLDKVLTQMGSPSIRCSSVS
Candida biofilm – kills Candida albicans biofilms; C. albicans biofilm + clotrimazole, Alamar Blue; inhibition, % at 6 µM; 85,000 compounds, 0.14% hits;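 active means inhibition above 20%; inactive means inhibition below 20%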;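 further: preformed 24 hr biofilms exposed to compound for 48 hr; 0% = biofilm without compound and 100% = blank killed by clotrimazole plus chlorhexidine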
ERb coact inh – ER-beta (human) coactivator binding inhibition; Q92731; TR-FRET ER-beta LBD / SRC1-Cy5 peptide binding; receptor agonist-loaded with 1 µM estradiol; inhibition, % at 25.6 µM; 86,000 compounds, 1.3% hits; AID 633;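 active means compounds whose percent inhibition of the receptor-coactivator binding signal exceeds about 50% in the single-dose screen, limit read from the data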;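 further: 0% = receptor plus peptide wells without compound and 100% = peptide-only wells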
sEH act – activators of human soluble epoxide hydrolase | activation, % at 2 µM | purified human sEH enzymatic activity, activator screen | 91,000 compounds, 0.04% hits | AID 717 | P34913; in the data active means activation above about 37%; further: values of inactives mirror those of a sister screen read the other way
Target sequence (P34913 whole entry, looked up): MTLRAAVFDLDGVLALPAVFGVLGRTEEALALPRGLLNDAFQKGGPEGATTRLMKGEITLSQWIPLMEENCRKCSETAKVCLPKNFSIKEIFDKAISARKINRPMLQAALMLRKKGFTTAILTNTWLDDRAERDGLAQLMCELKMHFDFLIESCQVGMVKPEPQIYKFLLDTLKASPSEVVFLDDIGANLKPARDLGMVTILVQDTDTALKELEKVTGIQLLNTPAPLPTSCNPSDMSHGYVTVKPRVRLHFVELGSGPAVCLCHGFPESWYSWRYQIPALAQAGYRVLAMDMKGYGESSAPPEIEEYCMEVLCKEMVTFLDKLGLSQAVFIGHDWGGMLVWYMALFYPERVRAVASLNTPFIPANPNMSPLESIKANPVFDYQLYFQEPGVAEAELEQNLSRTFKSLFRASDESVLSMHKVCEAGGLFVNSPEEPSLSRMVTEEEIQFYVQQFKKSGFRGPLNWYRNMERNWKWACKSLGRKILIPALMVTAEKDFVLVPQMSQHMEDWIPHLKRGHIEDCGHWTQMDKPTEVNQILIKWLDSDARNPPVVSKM
Active calls of the source: *; . = no result given; & = joins results of further samples; [ ] = remark or other dose. A portion of the library; the hit share may differ from the screen's.

SMILES	ERa coact pot	HUVEC prolif 384	Lung fibro prol	ERa SRC1 inh	H69AR inhibit	Smad3 inh	Candida biofilm	ERb coact inh	sEH act
CCN1CCN(C(=O)c2cc3cc4cc(OC)ccc4nc3s2)CC1	115[fluorescence artefact?]	99	96	0	76	15	6	-2	.
Cc1cc(=O)n2nc(N3CCCC3C(=O)NCCCN3CCCCC3)sc2n1 (stereo not drawn)	141	104	105	-7	102	6	.	-10	.
Cc1cc(C(=O)CSc2nnc(-c3ccccc3F)o2)c(C)n1Cc1cccs1	309*	86	97	6	89	-1	5	20[fluorescence artefact?]	-16
O=C(CSCc1c(Cl)cccc1Cl)Nc1nccs1	100	82	102	1	89	-11	4	-5[fluorescence artefact?]	-11
CN(c1ccc(C(=O)NC2CC3CCC2C3)cc1)S(C)(=O)=O (stereo not drawn)	114[fluorescence artefact?]	92	111	3	91	4	7	-2[fluorescence artefact?]	-13
Cc1ccc(-c2cc(C(F)F)n3ncc(C(=O)N4CCN(c5ccccn5)CC4)c3n2)cc1	103[fluorescence artefact?]	66	99	-3	66	-4	7	-4	8
O=S(=O)(c1ccccc1)c1nc(-c2ccco2)oc1NCCCN1CCOCC1	99	99	107	-4	96	4	3	-1	-9
COc1ccc(S(=O)(=O)NC(CC(=O)NCC2CCCO2)c2ccco2)cc1 (stereo not drawn)	106	105	102	-29	87	8[fluorescence artefact?]	2	-34	-19
O=C(Cn1cnc2c(nnn2-c2ccccc2)c1=O)N1CCOCC1	109	96	94	-5	89	-1	6	5	2
CCOc1ccc(Cn2nnc(C(=O)Nc3ccc(OC)cc3OC)c2N)cc1	126	82	81	6	77	-9	18	16	.
CCOC(=O)C1CCCc2c1[nH]c1c(C(N)=O)cccc21 (stereo not drawn)	104	99	95	4	109	7	-4	-1	16
Cc1cc(C)cc(C(=O)n2cnnc2N)c1	98	95	94	33	105	-4	-5	4[fluorescence artefact?]	-4

Some of these compounds in order of their number in ERa coact pot, low to high.
molecule,ERa coact pot,ERa SRC1 inh,Smad3 inh,ERb coact inh,sEH act
O=S(=O)(c1ccccc1)c1nc(-c2ccco2)oc1NCCCN1CCOCC1,99,-4,4,-1,-9
O=C(Cn1cnc2c(nnn2-c2ccccc2)c1=O)N1CCOCC1,109,-5,-1,5,2
Cc1cc(=O)n2nc(N3CCCC3C(=O)NCCCN3CCCCC3)sc2n1 (stereo not drawn),141,-7,6,-10,.

(listing goes on)
SMILES	ERa coact pot	HUVEC prolif 384	Lung fibro prol	ERa SRC1 inh	H69AR inhibit	Smad3 inh	Candida biofilm	ERb coact inh	sEH act
COc1cccc(-c2nc(CS(=O)CC(=O)NC3CC3)c(C)o2)c1 (stereo not drawn)	136	101	101	-9	103	5	16	-1	.
CCOc1ccc(Nc2nc3ccccc3n3nnnc23)cc1	114	58	88	-8	71	5	7	-2	-12
COc1ccccc1NC(=O)CSc1nnc(-c2ccoc2C)n1CC1CCCO1 (stereo not drawn)	95	97	101	-1	83	2	6	-4	-8
COC(=O)C1=C(CSCc2ccco2)NC(=O)NC1c1cc(C)ccc1C (stereo not drawn)	83	102	95	-2	45	-2	2	-6	5
CCN(CCO)c1ccc(-n2c(N)c(C(=O)OC)c3nc4ccccc4nc32)cc1	108[fluorescence artefact?]	90	102	5	74	-2	6	18[fluorescence artefact?]	-11
CCC(=O)Nc1nc2ccccc2n1Cc1ccccc1C	117	71	66	-5	66	13	4	23	.
CCOc1ccccc1CN1C(=O)c2ccccc2C1C(=O)NCC1CCCO1 (stereo not drawn)	98	93	102	-6	95	15	-5	-19	-4
O=c1cc(N2CCN(Cc3ccccc3)CC2)[nH]c(=O)n1-c1ccc(Br)cc1	104	104	94	6[fluorescence artefact?]	88	-5	10	-2[fluorescence artefact?]	7
Cc1ncoc1C(=O)Nc1nccs1	130	94	96	0	92	1	7	-7	14
C1=C(CCNc2ncnc3c2cnn3-c2ccccc2)CCCC1	91	95	93	-2	77	3	8	-8	.
CCOC(=O)c1[nH]c(C)c(C(=O)NCCCN2CCOCC2)c1C	107	111	97	-3	102	-4	10	7	.
COc1ccc(CNC(=O)C2CCCN(S(=O)(=O)c3c(C)n[nH]c3C)C2)cc1 (stereo not drawn)	112	96	102	5[fluorescence artefact?]	94	-4	4	3[fluorescence artefact?]	-12
Cc1ccc(S(=O)(=O)NCCCN2CCOCC2)cc1C	115	90	94	-18	94	1	7	-15[fluorescence artefact?]	-2
CCOC(=O)c1nnn(CC(=O)Nc2cccc(Cl)c2C)c1C(=O)OCC	137	105	99	-5	98	-2	6	-7	8
CSc1ccccc1NC(=O)CCn1c(=O)sc2ccccc21	118	99	97	-6	89	2	5	3	1
CC1(C)NC(C)(C)C(O)(C(N)=O)C1=O (stereo not drawn)	119	101	103	-6	74	0	8	-4	7
Clc1ccc(-n2nnnc2Sc2ncnc3sccc23)cc1	95	4.6*	48*	-11	2.0*	17[fluorescence artefact?]	2	-13	5
Cc1ccc(NS(=O)(=O)c2ccc(C(=O)N3CCN(c4ccccn4)CC3)cc2)cc1	101	97	103	4	94	-9	-4	7[fluorescence artefact?]	0
COc1ccc(CCNC(=O)c2ccc(CN3CCOCC3)cc2)cc1	94	105	93	-7	93	8	1	6	4
CCCCn1c(Nc2ccccc2)nc2ccccc21	103	117	102	-1	87	4	2	-13	-12
CCCNC(=O)NC(=O)CSc1nc2ccccc2n1CC(C)C	96	100	90	-4	80	12	-3	-2	8
CCOC(=O)c1c(C)c(C(=O)NCc2ccccn2)c(C)n1CC	124	88	99	1	94	-10	-2	-10	.
CCCn1cnc2c(c1=O)c1nc3ccccc3nc1n2CCc1ccccc1	127	105	111	7[fluorescence artefact?]	51	9	5	-5[fluorescence artefact?]	-7
Cc1nn(-c2ccc(F)cc2)c2c1cc(C#N)c1nc3ccccc3n12	163[fluorescence artefact?]	95	94	10[fluorescence artefact?]	78	27[fluorescence artefact?]	-6	16[fluorescence artefact?]	0
O=C1COc2ccc(C(=O)c3ccccc3)cc2CN1	101	106	104	-14	92	-7	8	25[fluorescence artefact?]	-2
CC1CCCC(NC(=O)Nc2cccs2)C1C (stereo not drawn)	86	106	97	-6	101	20	4	-7	-81
CCCn1c(N)c(N(C)C)c(=O)n(CC(=O)Nc2ccc(OC(F)(F)F)cc2)c1=O	105[fluorescence artefact?]	98	104	4[fluorescence artefact?]	100	7	0	7[fluorescence artefact?]	-1
CC(C)c1[nH]nc2c1C1(CCN(Cc3ccccc3)CC1)C(C#N)=C(N)O2	94	95	96	5	103	5	8	-3	.
CC1(C)CC(c2csc(N)n2)CCO1 (stereo not drawn)	117	104	.	-3	99	1	9	-6	-18
Cc1ccn(Cc2n[nH]c(=S)n2Cc2ccccc2)n1	94	99	100	0	102	1	6	-1	2
Cc1ccc(NCc2nnc(SCC(=O)OC3CCCCC3)o2)c(C)c1	99	90	104	-6[fluorescence artefact?]	103	-5	13	-3	5
COc1ccc(-n2c(=O)cc(N3CC(C)OC(C)C3)[nH]c2=O)cc1 (stereo not drawn)	104	113	96	-19	101	3	-2	-2	-13
O=S(=O)(c1ccccc1)c1nc(-c2ccco2)oc1NCCN1CCOCC1	99	103	118	-7	98	-11	-2	1	5
Cc1c(C(=O)O)sc2ncn(C)c(=O)c12	103[fluorescence artefact?]	95	107	-3	92	10	11	-7	-3
COC(=O)COc1ccc(S(=O)(=O)Nc2ccc(NC(C)=O)cc2)cc1C	143	88	90	-5	98	-15	5	-6	-12
CC(C)CN1CN(S(=O)(=O)c2cccs2)c2nc3ccccc3nc21	96	83	66	-5	64	14	4	-1	4
Nc1ccc(N2CCN(C(=O)c3ccco3)CC2)cc1	3[fluorescence artefact?]	98	92	85*[fluorescence artefact?]	72	8	2	55*[fluorescence artefact?]	3
O=C(CN1CCC(c2nc3ccccc3s2)CC1)NCc1ccccc1	106	95	92	-9	80	-2	6	-4	-6
COc1cccc(Nc2ncnc3c2cnn3C)c1	110	90	107	4[fluorescence artefact?]	91	7	5	-13[fluorescence artefact?]	-2
COC(=O)CNc1nc(-c2cccnc2)nc2ccccc12	96	88	97	-1	81	-4	13	6	.
COc1ccc(-c2nc(CS(=O)CC(=O)NCc3ccco3)c(C)o2)cc1OC (stereo not drawn)	136	90	94	1	82	3	-4	1	0
COc1ccc(N2CCN(C(c3ccccc3OC)c3nnnn3C3CCCC3)CC2)cc1 (stereo not drawn)	99	104	96	-9	108	7	0	-3	.
CCOC(=O)N1CCN(C(=O)CCSc2ccc(Cl)cc2)CC1	128	100	102	-1	107	5	1	-3	3
CC(=O)C1C(c2ccc(F)cc2)NC(=O)NC1(O)C(F)(F)F (stereo not drawn)	94	93	101	4	95	3	8	3	5
Cn1c(N2CCOCC2)nc2c1c(=O)n(Cc1ccc(Cl)cc1)c(=O)n2C	94	109	104	-21	79	-11	5	-17	-11
Cc1noc(/C=C/N(C)C)c1S(=O)(=O)N1CCCC(C(=O)NCc2cccs2)C1 (stereo not drawn)	101[fluorescence artefact?]	105	103	-1	97	-2	3	-2	-19
CCc1nnc(NS(=O)(=O)c2ccc(N3C(=O)C4CC=C(Cl)CC4C3=O)cc2)s1 (stereo not drawn)	122	95	99	-4	108	-3	0	0	-7
O=C(c1ccc(F)cc1)N1C2CCC1CC(O)(c1ccccc1F)C2 (stereo not drawn)	134	107	101	-2	102	8	9	8	.
O=C(Nc1cccnc1)c1ccc(NC(=O)c2ccco2)cc1	98	96	100	-9	87	0	4	-8	2
COc1ccc(C2(CNC(=O)c3ccco3)CCOCC2)cc1	103	101	97	0	83	6	3	11	3
CN(C1CCCCC1)S(=O)(=O)c1ccc(Cl)c(C(=O)O)c1	87	94	96	3	116	-7	-1	-5	.
CC(C)(C)n1ncc2c(=O)n(CC(=O)NC3CCCCC3)cnc21	102	100	98	-7	86	-7	5	4[fluorescence artefact?]	0
CC(=O)c1sc2ccccc2c1OC(=O)c1ccco1	108	90	95	10	84	3	2	-2	-6
Cc1onc(-c2ccccc2)c1C(=O)OCC(=O)Nc1ccc2c(c1)OCO2	124	91	100	-6	105	-1	0	-4	-14
O=C(COc1ccc(Cl)cc1Cl)NCCCN1CCOCC1	106	101	106	2	100	-8	-1	-5[fluorescence artefact?]	4
CCN(CC)CCOCCOc1cc(C)c(Cl)c(C)c1	91	85	89	-10	84	3	5	10	-3
CCOC(=O)C1CCN(S(=O)(=O)c2cn(C)c(=O)n(C)c2=O)CC1	107	95	104	-10	103	-1	13	-4	.
COc1ccc(OC(=O)CCCN2C(=O)c3ccccc3C2=O)cc1	121[fluorescence artefact?]	91	103	-7	85	5	8	-7	-2
O=C(Nc1cccc2nsnc12)c1cccs1	90&114[fluorescence artefact?]	88&79	119&96	10&-4	87	-3&2[fluorescence artefact?]	3&8	12&1	-8&3
COc1ccc2nc(NC(=O)C3CCN(S(=O)(=O)c4cccnc4)CC3)sc2c1	108	92	96	5[fluorescence artefact?]	44	-12	15	-4[fluorescence artefact?]	12
CC1Cn2c(nnc2-c2cccc(N)c2)S1 (stereo not drawn)	96	93	99	-6	97	-15	1	6[fluorescence artefact?]	.
CCC1Oc2ccc(C)cc2N(CC(=O)NCc2cccc(OC)c2)C1=O (stereo not drawn)	106	104	95	-1	93	0	2	1	6
